Screening data deposited in PubChem by NCI.
Growth percent in the NCI-60 one-dose screen (48 h, 10 µM unless noted): 100 = growth as untreated, 0 = no growth, -100 = all killed.
NCI/ADR-RES – NCI/ADR-RES ovarian cells | 81,000 compounds, 4.4% hits | AID 1794790
SK-OV-3 – SK-OV-3 ovarian cancer cells; 80,000 compounds, 3.2% hits
COLO 205 – COLO 205 colon cancer | 79,000 compounds, 7.3% hits
IGROV1 – IGROV1 ovarian cancer. 79,000 compounds, 4.7% hits. AID 1794786
NCI-H23 – NCI-H23 lung cancer | 80,000 compounds, 4% hits | AID 1794731
NCI-H522 – NCI-H522 lung cancer; 78,000 compounds, 8% hits
NCI-H322M – NCI-H322M lung cancer | 80,000 compounds, 2.7% hits
NCI-H226 – NCI-H226 lung cancer. 79,000 compounds, 3.5% hits. AID 1794732
NCI-H460 – NCI-H460 lung cancer. 82,000 compounds, 6.8% hits
An asterisk follows results filed as active; nt = not tested or not shown; & = joins results of further samples; ! = not active in a repeat. The calls were made as follows: active = growth percent below 10; inactive = the rest. Hits appear at their usual frequency; overall some 11% were active at least once.

SMILES | NCI/ADR-RES | SK-OV-3 | COLO 205 | IGROV1 | NCI-H23 | NCI-H522 | NCI-H322M | NCI-H226 | NCI-H460
COc1cc(/C=C/C(=N/O)c2ccc(N)cc2)cc(OC)c1OC | 93 | 102 | 98 | 94 | 93 | 66 | 90 | 67 | 109
Nc1n[nH]c(-c2cc(Cl)ccc2O)c1-c1ccccc1 | 79 | 97 | 101 | 96 | 71 | 82 | 83 | 71 | 102
C=CC(=O)N1CCN(c2cccc(Oc3nccc(Nc4nnc(-c5ccc(OC)cc5)s4)n3)c2)CC1 | 83 | 93 | 96 | 77 | 87 | 44 | 96 | 87 | 77
COc1cc(/C=C/C(=O)c2cccc(-n3cc(-c4ccc(Cl)cc4)[nH]c3=O)c2)ccc1O | 35 | 98 | 124 | -11* | 97 | 23 | 93 | 101 | 94
Cc1cc(N=C2NC(=O)/C(=C/c3ccco3)S2)no1 | 103 | 97 | 126 | 117 | 93 | 93 | 112 | 103 | 108
CCN(CC)CCN[C@@H](c1ccccc1)[C@H](O)c1ccccc1 | 107 | 104 | 106 | 110 | 100 | 100 | 96 | 103 | 105
Cc1cc(C(C#N)c2ccc(Cl)cc2)c(Cl)cc1NC(=O)c1cc(I)cc(I)c1O (centres undefined) | 21 | 85 | 54 | 52 | 10 | nt | nt | 45 | 24
Cc1cccc(NC2=C(Cl)C(=O)c3nc(C)ccc3C2=O)c1 | 14 | 74 | 111 | -54* | -28* | -24* | 14 | 0.0* | 5.5*
NS(=O)(=O)c1ccc(NCCC(=NCCO)c2ccccc2)cc1 | 102 | nt | nt | 92 | 98 | 96 | 98 | 99 | 105
O=C1C=C(C(Cl)(Cl)Cl)OC(=O)C1 | 78 | 105 | 107 | 93 | 98 | 78 | 91 | 99 | 101
COc1ccc(/C=N/NC(=O)c2cnn(CC(O)c3ccccc3)c2N)cc1Oc1ccccc1 (centres undefined) | 87 | 64 | 74 | 109 | 77 | 86 | 90 | 91 | 76
CC(C)CCNC(=O)/C=C/Cn1cc(Br)c2ncccc2c1=O | nt | 111 | 111 | nt | nt | 107 | 123 | 105 | 102
Oc1ccccc1-c1nnc(COc2ccc(Cl)cc2Cl)o1 | 31 | 61 | 67 | 51 | 57 | 2.0* | 53 | 66 | 28
COc1ccc(/C=N\NC(=O)c2cnn(CC(O)c3ccccc3)c2N)cc1OCc1ccc(F)cc1 (centres undefined) | 87 | 107 | 92 | 99 | 93 | 96 | 102 | 86 | 75
Cc1[nH]c(C(=O)Nc2ccc(S(=O)(=O)N3CCCCC3)cc2OCCOCCOCCOCCOCCOCCOCCOCCOCCOc2cc(S(=O)(=O)N3CCCCC3)ccc2NC(=O)c2[nH]c(C)c3c2CCCCC3=O)c2c1C(=O)CCCC2 | 85 | -42* | -30* | 6.3* | 21 | 0.3* | 34 | -2.4* | 36
CN(C)c1ccc2c(N(C)C)cc(N(C)C)nc2c1 | 77 | 87 | 65 | 103 | 97 | 79 | 65 | 83 | 83
CSc1nn2c(=O)c3c4c(sc3nc2n1-c1ccc(Cl)cc1)CN(C)CC4 | 110 | 86 | 105 | 91 | 91 | 87 | nt | 88 | 101
COc1ccc(-c2nc(SCc3cc(=O)oc4cc(C)ccc34)[nH]c(=O)c2C#N)cc1 | 103 | 101 | 110 | 112 | 96 | 92 | 97 | 98 | 113
OC1COC(O)(CNCCc2c[nH]c3ccc(OCc4ccccc4)cc23)C(O)C1O (centres undefined) | 96 | 110 | 116 | 102 | 98 | 81 | 95 | 87 | 111
CCCCCC(C)CO (centres undefined) | 106 | 104 | 100 | 113 | 103 | 100 | 101 | 97 | 104
Cc1cc(C)c2c(n1)sc1c(Nc3[nH]nc4ncccc34)ncnc12 | 98 | 104 | 107 | 105 | 92 | 82 | 107 | 91 | 102
C=CCN1C(=O)c2cccc3c(Nc4ccc(Br)cn4)ccc(c23)C1=O | 91 | 103 | 105 | 89 | 91 | 91 | 99 | 91 | 102
COc1ccc(CNc2nnc(C)c(C)n2)cc1 | 109 | 106 | 111 | 107 | 111 | 92 | 109 | 95 | 102
CCOC(=O)C1=C(C)N=C2Sc3cc(OC(F)(F)F)ccc3N2[C@H]1c1ccccn1 | 38 | 40 | 37 | 40 | 49 | 49 | 50 | 58 | 15
OCCN(Cc1ccccn1)Cc1ccccn1 | nt | 112 | 103 | 108 | nt | 100 | 71 | 93 | 103
SMILES | NCI/ADR-RES | SK-OV-3 | COLO 205 | IGROV1 | NCI-H23 | NCI-H522 | NCI-H322M | NCI-H226 | NCI-H460
CCOC(=O)c1c(SC)nn(-c2cc(=O)[nH]c3ccc(C)cc23)c1N | 95 | 99 | 123 | 92 | 92 | 91 | 105 | 84 | 102
CC(C)C[C@H](C(=O)O)N(C)C(=O)[C@@H]1CCCN1C(=O)[C@H](C)O | 104 | 105 | 112 | 110 | 98 | 90 | 107 | 102 | nt
CC1(C)CC(=O)c2ncccc2O1 | 102 | 106 | 111 | 103 | 100 | 100 | 98 | 107 | 107
COc1ccc(-n2c(SCc3cc(OC)c(OC)c(OC)c3)nc3cc(OC)c(OC)cc3c2=O)c(OC)c1 | 96 | 99 | 117 | 104 | 94 | nt | 89 | nt | 100
O=C1CCC2CC1CCC2=O | 108 | 121 | 135 | 44 | 95 | 103 | 101 | 91 | 103
CCCC(C(=O)OCC)C(C)OC(=O)OCC (centres undefined) | 105 | 95 | 103 | 115 | 100 | 86 | 100 | 101 | 113
CCOC(=O)c1ccc(NC(=O)Nc2cccc(O)c2)cc1 | 109 | 100 | 104 | 101 | 102 | 95 | 111 | 90 | 107
O=c1cc(-c2ccc(O)cc2)oc2cc(O)cc(O)c12 | 95 | nt | nt | 116 | 93 | 84 | 105 | nt | 99
COc1ccc(N=Nc2c(-c3ccc(Cl)cc3)n[nH]c2C(F)(F)F)cc1 | 98 | 97 | 112 | 102 | 100 | 86 | 106 | 105 | 106
CCOC(=O)CCN1C(=O)/C(=C/N2N=C(c3ccc(OC)cc3)CC2c2ccc(OC)cc2)SC1=S (centres undefined) | 97 | 92 | 123 | 84 | 101 | 73 | 95 | 85 | 96
CNc1nc2ncn(C)c2c(=O)[nH]1 | 93 | 104 | 94 | 94 | 105 | nt | 88 | 99 | 103
CCOC(=O)c1cc(/C(=N\O)c2cc(OC)c(OC)c(OC)c2)n2c(C)cccc12 | 29 | 38 | 21 | 52 | 59 | -3.5* | 59 | 79 | 15
COc1ccc2ccccc2c1Cc1ccc(N(C)C)cc1 | 95 | 98 | 101 | 81 | 92 | 78 | 98 | 78 | 103
CCN(CC)CCCCNc1c2ccccc2[n+](C)c2c1[nH]c1ccccc12 | 87 | -11* | -66* | -34* | -36* | -85* | -36* | -12* | 3.4*
COC(=O)c1ccc2c(=O)[nH]c(CSc3nc4ccccc4c(=O)n3C)nc2c1 | 111 | 111 | 105 | 95 | 107 | 94 | 120 | 80 | 115
COC(=O)C1C2CC3c4[nH]c5cc(OC)ccc5c4CCN3CC2CC(OC(=O)c2cc(OC)c(OC)c(OC)c2)C1OC (centres undefined) | 77 | 105 | 105 | 85 | 91 | 95 | 83 | 89 | 97
Cc1cc2nc3c(=O)[nH]c(=O)nc-3n(CCOC(=O)CCC(=O)O)c2cc1C | 101 | 100 | 118 | 116 | 98 | 106 | 99 | 97 | 111
CCOC(=O)/C(C#N)=C\c1ccc(/C=C(\C#N)C(=O)OCC)cc1 | 100 | 107 | nt | 102 | 100 | 97 | 125 | 101 | 114
COc1cccc(NC(=O)c2sc3nc(C)c(C(C)=O)cc3c2N)c1 | 34 | 25 | -1.6* | 60 | 66 | 40 | 46 | 84 | 11
O=[N+]([O-])c1cccc(C2c3sc4ccc(Cl)cc4c3Nc3nncn32)c1 (centres undefined) | 99 | 94 | 107 | 79 | 83 | 98 | 94 | 78 | 97
O=C(Nc1ccccc1)Nc1ccccc1 | 97&100&91 | 109&102&102 | 123&111&104 | 107&101&103 | 96&90&92 | 81&95&79 | 108&105&99 | 98&85&104 | 102&106&99
COc1cc(-c2nc(NC(C)=O)sc2-c2ccnc(NCCCNS(=O)(=O)c3ccc(Cl)cc3)n2)ccc1Cl | 84 | 64 | 37 | 65 | 82 | 49 | 78 | 72 | 48
CC1CCc2c(sc3nc(SCC(=O)N/N=C/c4ccc(O)c(O)c4)n(-c4ccccc4)c(=O)c23)C1 (centres undefined) | 83 | 89 | 83 | 47 | 83 | 32 | 87 | 91 | 41
CC(=O)C(CCc1ccccc1)(CCN(C)C)c1ccccc1 (centres undefined) | 88 | 95 | 95 | 86 | 93 | 99 | 92 | 81 | 103
N#Cc1ccccc1/C=N/NC1=NCCN1S(=O)(=O)c1ccc([N+](=O)[O-])cc1 | 97 | 107 | 104 | 93 | 97 | 91 | 104 | 90 | 103

Shown with each value named: entries from further up.
Structure: CCOC(=O)CCN1C(=O)/C(=C/N2N=C(c3ccc(OC)cc3)CC2c2ccc(OC)cc2)SC1=S (centres undefined)
- NCI/ADR-RES = 97
- SK-OV-3 = 92
- COLO 205 = 123
- IGROV1 = 84
- NCI-H23 = 101
- NCI-H522 = 73
- NCI-H322M = 95
- NCI-H226 = 85
- NCI-H460 = 96

Structure: CNc1nc2ncn(C)c2c(=O)[nH]1
- NCI/ADR-RES = 93
- SK-OV-3 = 104
- COLO 205 = 94
- IGROV1 = 94
- NCI-H23 = 105
- NCI-H522 = nt
- NCI-H322M = 88
- NCI-H226 = 99
- NCI-H460 = 103

Structure: CCOC(=O)c1cc(/C(=N\O)c2cc(OC)c(OC)c(OC)c2)n2c(C)cccc12
- NCI/ADR-RES = 29
- SK-OV-3 = 38
- COLO 205 = 21
- IGROV1 = 52
- NCI-H23 = 59
- NCI-H522 = -3.5*
- NCI-H322M = 59
- NCI-H226 = 79
- NCI-H460 = 15

Structure: COc1ccc2ccccc2c1Cc1ccc(N(C)C)cc1
- NCI/ADR-RES = 95
- SK-OV-3 = 98
- COLO 205 = 101
- IGROV1 = 81
- NCI-H23 = 92
- NCI-H522 = 78
- NCI-H322M = 98
- NCI-H226 = 78
- NCI-H460 = 103

The results go on:
SMILES | NCI/ADR-RES | SK-OV-3 | COLO 205 | IGROV1 | NCI-H23 | NCI-H522 | NCI-H322M | NCI-H226 | NCI-H460
COc1ccc(-c2cnc3nonc3n2)cc1[N+](=O)[O-] | 95 | 111 | 88 | 98 | 80 | 77 | 99 | 95 | 110
O=C(O)CCc1cccc(O)c1 | 103 | 113 | 106 | 102 | 108 | 95 | 107 | 106 | 116
CN(C)c1ccc2nc3ccc(=O)cc-3sc2c1 | 46&15 | 94&82 | 5.7* | 57&50 | 22&11 | -11*! | 70&50 | 72 | 34&19
COc1cccc(C(=O)N(c2ccc(F)c(F)c2)C(C(=O)NC(C)(C)C)c2cc3c(C)cc(C)cc3nc2Cl)c1 (centres undefined) | 73 | 75 | 70 | 77 | 66 | 62 | 85 | 66 | 64
c1nc(N2CCOCC2)c2[nH]ccc2n1 | nt | 110 | 113 | 112 | 116 | 102 | 104 | 114 | 104
Cc1ccc(C(=O)C(C)(CCC#N)CCC#N)o1 | 102 | 97 | 106 | 97 | 105 | 103 | 102 | 97 | 104
COc1ccc(N=Nc2c(N)nn3c(-c4ccc([N+](=O)[O-])cc4)ccnc23)cc1 | 98 | 106 | 119 | 104 | 105 | 92 | 107 | 95 | 105
CCSc1nnc(-c2c(C)nc3ccc(Cl)cn23)o1 | 98 | nt | 89 | 60 | 89 | 95 | 85 | 92 | 91

Record cards, from the list above:
Listed for O=C(O)CCc1cccc(O)c1 = NCI/ADR-RES = 103; SK-OV-3 = 113; COLO 205 = 106; IGROV1 = 102; NCI-H23 = 108; NCI-H522 = 95; NCI-H322M = 107; NCI-H226 = 106; NCI-H460 = 116
Listed for COc1ccc(-c2cnc3nonc3n2)cc1[N+](=O)[O-] = NCI/ADR-RES = 95; SK-OV-3 = 111; COLO 205 = 88; IGROV1 = 98; NCI-H23 = 80; NCI-H522 = 77; NCI-H322M = 99; NCI-H226 = 95; NCI-H460 = 110
